SUMO HTRF inh: SUMOylation inhibition | HTRF SUMOylation assay, SAE1/SAE2 + UBC9, in vitro | hit rate 0.36% among 290,000 | inhibition, % at 35 µM; in the data active = inhibition above about 50%, passing the limit was not always enough; note: strong numbers were not always called active
Target sequence (P63279 whole entry, looked up): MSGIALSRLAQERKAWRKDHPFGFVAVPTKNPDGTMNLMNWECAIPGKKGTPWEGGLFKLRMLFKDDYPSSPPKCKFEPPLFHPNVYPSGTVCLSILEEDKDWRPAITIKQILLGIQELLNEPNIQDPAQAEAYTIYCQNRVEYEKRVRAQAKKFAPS
IDE cell inh: inhibits human insulin-degrading enzyme in HEK cells | P14735 | FAbetaB cleavage, fluorescence polarization | inhibition, % at 5.59 µM | hit rate 0.41% among 320,000 | AID 434962;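 active = percent inhibition above the average of all tested compounds plus 3 SD, set per screening campaign, cut at about 16% in these data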;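 note: IDE supplied by intact live HEK cells; FP after avidin binding of uncleaved biotin substrate so inhibition keeps polarization high; 0% = DMSO wells and 100% = 60 µM reference IDE inhibitor Ii1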
NS3 helicase inh: inhibitors of Hepatitis C virus NS3 helicase. hit rate 0.56% among 290,000. NS3 helicase DNA unwinding, Cy5 molecular beacon fluorescence. AID 1800. inhibition, % at 10.9 µM;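 active = inhibition above the mean of all tested compounds plus 3 SD, set per campaign, cut at about 35% in these data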;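 note: 0% = DMSO wells and 100% = thioflavine S control wells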
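assay system = NS3 helicase fragment of HCV | buffer or medium = MOPS pH 6.5, MgCl2, DTT, Tween20, BSA | timing = 60 min unwinding reaction at 25 °C after ATP addition | signal = Cy5 beacon fluorescence read at start and 1 h | read-out basis = % inhibition of unwinding | control set = low DMSO, high thioflavine S at 110 µM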
IMP-1 inh: blocks Pseudomonas aeruginosa IMP-1 metallo-beta-lactamase; purified IMP-1, nitrocefin hydrolysis, epi-absorbance fluorescence; hit rate 0.45% among 290,000; inhibition, % at 5.6 µM;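 active = inhibition above the mean plus 3 SD of all compounds in the same screening run, cut at about 4.5% in these data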;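 note: 0% = IMP-1 with DMSO and 100% = DMSO wells lacking enzyme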
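system = purified recombinant IMP-1 beta-lactamase | amount = 0.2 nM IMP-1, as dispensed | medium = HEPES buffer pH 7.1 with ZnSO4 and Brij 35 | times = 25 °C, 15 min preincubation, 25 min reaction | detection = plate fluorescence quenching by hydrolysis product, ex 480/em 530 nm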
VIM-2 inhibitor: inhibitors of Pseudomonas aeruginosa VIM-2 metallo-beta-lactamase; purified VIM-2, nitrocefin hydrolysis, epi-absorbance fluorescence; inhibition, % at 5.6 µM; hit rate 0.89% among 290,000;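 active = inhibition above the mean of all tested compounds plus 3 SD, cutoff set per screening run, cut at about 7.5% in these data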;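 note: red hydrolysis product quenches plate fluorescence so inhibitors raise well fluorescence; 0% = enzyme with DMSO and 100% = DMSO without enzyme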
IDE act: activators of human insulin-degrading enzyme in cells | activation, % at 5.96 µM | hit rate 0.073% among 340,000 | HEK cells, FAbeta-B cleavage, fluorescence polarization; 0% vehicle, 100% cell-free pure enzyme wells | P14735;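 active = activation above the mean of all tested compounds plus 3 SD, set per screening campaign, cut at about 17% in these data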
pCIP destab: lowers stability of the mouse p/CIP coactivator protein; hit rate 0.01% among 290,000; F442A p/CIP-EGFP cells, EGFP fluorescence, 16 h; Q05BA5; decrease of EGFP signal, % at 10 µM;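 active = EGFP signal decrease of at least 30% at 10 µM or well 3 SD below plate mean, unless failing retest; inactive = the rest, including hits failing retest or dose response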; note: some compounds called inactive have numbers as strong as hits; many of its hits are not listed in these tables
M18AAP inhibitor: PfM18AAP enzyme inhibition; hit rate 1.2% among 290,000; recombinant PfM18AAP, H-Glu-NHMec fluorogenic cleavage; inhibition, % at 7.35 µM;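 active = inhibition above the campaign mean inhibition over all tested compounds plus 3 SD, cut at about 28% in these data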;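 note: 0% = plate median of test compound wells and 100% = 2 mM ZnCl2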
FID counter: displaces DNA intercalator in HCV helicase counter-screen; DNA fluorescent intercalator displacement, fluorescence; inhibition, % at 7.9 µM; hit rate 0.17% among 290,000; AID 1845; in the data active = inhibition above about 37%;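 note: 0% = vehicle and 100% = reference compound; higher means more ethidium bromide displaced from hairpin DNA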
Numbers without * were called inactive; / = not tested or not shown. Not a hit list. Share with any hit: about 3.6%.

SMILES | SUMO HTRF inh | IDE cell inh | NS3 helicase inh | IMP-1 inh | VIM-2 inhibitor | IDE act | pCIP destab | M18AAP inhibitor | FID counter
CCCCN1C2CCCC1CC(NC(=O)c1ccccc1Cl)C2 (stereo unspecified) | 3.6 | -1.1 | 1.4 | 0.1 | -1.6 | 0.9 | -2.6 | -1.1 | 3.8
CCCOc1ccc(CCC(=O)N/N=C/c2ccco2)cc1 | 8.5 | -1.0 | 5.6 | -1.8 | -1.5 | / | 7.8 | -7.4 | -21.4
CC(=O)Nc1ccc(Nc2nc3ccccc3nc2NS(=O)(=O)c2ccccc2)cc1 | 6.7 | 1.9 | -2.3 | -2.4 | -1.0 | 10.5 | -1.9 | -4.9 | -20.4
COc1ccccc1-n1c(SCC(=O)Nc2ccc(F)cc2)nc2c(c1=O)SCC2 | 11.7 | -2.0 | 13.1 | -2.2 | -1.9 | -6.5 | -4.2 | 10.7 | -8.9
S=C1CCC(c2ccc(Cl)cc2)=NN1c1ccccc1 | -40.6 | -8.0 | -4.5 | -2.8 | -1.3 | -6.8 | 7.5 | 4.2 | -16.1
CCOC(=O)C1(CC2CCCCO2)CCN(Cc2nc3ccccc3nc2C)CC1 (stereo unspecified) | 19.2 | 2.2 | -1.5 | -2.2 | -4.7 | / | -1.7 | 4.7 | -4.8
COC(=O)Nc1ccc(S(=O)(=O)NCc2ccccn2)cc1 | 12.1 | 7.0 | -1.6 | -2.3 | -3.4 | 3.9 | -3.8 | -1.3 | -1.5
CC1CC(C)CN(C(=O)CN(C)S(=O)(=O)c2ccc3c(c2)c(=O)n(C)c(=O)n3C)C1 (stereo unspecified) | 9.3 | 3.0 | 16.7 | -0.5 | -1.4 | 3.1 | -3.6 | 7.4 | -40.2
Cc1cc(C)nc(N/N=C/c2ccccc2OCc2ccc(Cl)cc2)n1 | 1.3 | 5.1 | -5.5 | -0.1 | -2.0 | -3.4 | 1.0 | 1.6 | -10.3
COC(=O)Cn1cnc2c(nnn2-c2ccc(F)cc2)c1=O | -4.0 | 0.6 | 0.0 | -3.9 | -4.2 | 3.7 | 14.0 | 4.8 | -3.9
CN(C)CCCCOc1ccc(Br)cc1Cl | 12.9 | 5.2 | 4.3 | 24.5* | 1.5 | 3.2 | -10.1 | 1.4 | 24.5
Cc1oc(C(C)(C)C)c(CN2CCOCC2)c1C(=O)O | 6.3 | -4.6 | 9.3 | -2.3 | -5.0 | 2.1 | -6.4 | -12.9 | -0.5
Cc1ccc(-c2nc3ccccc3c(=O)n2NC(=O)c2cccs2)cc1 | 4.6 | -0.5 | 18.0 | -2.2 | -1.9 | 1.1 | 2.6 | 7.9 | -11.0
CC1CCN(S(=O)(=O)c2ccc(NC(=O)N3c4ccccc4Sc4ccccc43)cc2)CC1 | -11.5 | 7.0 | 0.8 | -4.3 | -0.8 | -2.1 | -10.6 | 11.8 | 5.0
CCOC1=C/C(=C/c2c(N)n3nc(S(=O)(=O)CC)sc3nc2=O)C=CC1=O | 4.7 | 21.8* | 8.4 | -2.6 | -2.7 | -113.9 | -377.7 | 2.7 | -6.5
O=C(CCS(=O)(=O)c1ccc2c(c1)NC(=O)CO2)NCCc1ccc(Cl)cc1 | -0.3 | -0.7 | 5.0 | -2.0 | -0.1 | 0.1 | -3.5 | 3.3 | -23.6
Cc1nnc(SCc2cnc(-c3ccccc3)o2)[nH]c1=O | 2.3 | 2.2 | 3.3 | -4.0 | -5.2 | -3.3 | -5.2 | -6.5 | -7.0
C=CCNC(=O)c1ccncc1 | 1.8 | -0.5 | -3.6 | -0.2 | -2.4 | 2.0 | -8.2 | 0.7 | 1.2
Cc1ccccc1C(=O)Nc1ccccc1-n1cccc1 | 16.8 | -9.4 | 6.0 | -2.3 | -2.1 | 1.8 | -6.3 | -2.0 | -1.9
Cc1ccc(-c2noc(CCC(=O)Nc3ccccc3N3CCN(C)CC3)n2)cc1 | 12.6 | 3.5 | -30.9 | -3.7 | -4.5 | 6.0 | -7.3 | -2.0 | 16.1
COc1ccc(OC)c(/C=N\NC(=O)c2ccc(=O)n(C)c2)c1 | 2.9 | 7.0 | 11.4 | -2.4 | -3.4 | 2.6 | 6.5 | 1.6 | -20.4
COc1c(Cl)cccc1-c1cn2ccc(C)cc2n1 | -3.3 | 5.7 | -1.6 | -1.8 | -0.4 | 6.0 | -7.6 | 4.4 | -6.5
COc1cc(C2C3=C(Nc4nc(N)[nH]c(=O)c42)c2ccccc2C3=O)ccc1O (stereo unspecified) | 15.1 | 0.6 | 17.9 | -3.4 | -0.6 | 1.5 | 5.4 | 9.6 | -8.0
O=C(CSc1nnc(Cc2ccccc2)o1)c1ccc(F)cc1 | 18.6 | 15.2 | -9.4 | 0.4 | -1.4 | 7.3 | 7.5 | -9.3 | -15.6
COc1ccc(C2C(C#N)=C(N)Oc3cc(C)[nH]c(=O)c32)cc1OC (stereo unspecified) | -3.8 | 10.4 | -6.0 | -1.2 | -1.8 | 3.7 | 12.9 | 10.0 | -4.5
CCc1nnc(NC(=O)c2cccc(S(=O)(=O)N(C)c3ccccc3)c2)s1 | 14.6 | 1.7 | -4.9 | -3.8 | -5.4 | 5.2 | 1.5 | 2.8 | -9.7
Cc1ccnc(NC(=O)c2cccc3ccccc23)c1 | 9.6 | 3.5 | -3.0 | -2.5 | -3.6 | 1.0 | -1.0 | 3.8 | 11.5
CCC(=O)N(C)C(c1ccccc1Cl)c1nnnn1-c1c(C)cccc1C (stereo unspecified) | 5.9 | -0.7 | 3.0 | -2.8 | -4.3 | 3.4 | -4.4 | 3.9 | -14.5
COc1ccc(N2CCN(CC(O)c3c[nH]c4ccc(OC)cc34)CC2C)cc1 (stereo unspecified) | 8.8 | 4.8 | -16.2 | -2.5 | -4.5 | -0.8 | -9.5 | -4.9 | 19.0
N#Cc1c(NC(=O)CSc2n[nH]c(N)n2)oc(-c2ccccc2)c1-c1ccccc1 | 4.2 | -3.2 | -15.6 | -0.9 | -3.0 | 6.0 | -4.8 | 25.6 | -10.1
Cc1cc(C)nc(NC(=O)/C=C/c2ccc(Cl)cc2)n1 | 15.8 | -0.6 | -9.6 | -2.3 | 0.4 | -1.4 | -6.6 | -8.6 | -7.3
CC1CN(c2ccc([N+](=O)[O-])cn2)CC(C)O1 (stereo unspecified) | 3.9 | 6.1 | -4.2 | -1.6 | -1.4 | 2.1 | 0.4 | -6.2 | 2.7
COc1ccc(CC(=O)NNC(=O)CSc2nnc(C)n2-c2ccccc2)cc1 | 2.9 | 2.0 | -1.9 | -1.1 | -0.8 | 6.2 | 3.8 | 12.2 | -6.4
Cc1ccc2c(Cl)c(C(=O)NCc3cccnc3)sc2c1 | -20.1 | -2.8 | -7.1 | -4.7 | 0.2 | 2.1 | 3.7 | -0.8 | -17.3
CC1(C)O[C@@H]2[C@@H](CO[C@@]3(COS(N)(=O)=O)OC(C)(C)O[C@@H]23)O1 | 10.7 | 5.1 | 0.6 | -1.5 | -0.6 | / | -0.4 | 5.2 | -3.4
COc1ccc(NS(=O)(=O)c2cccc(NC(=O)NC3CCCCC3)c2)cc1 | 3.9 | -3.3 | -4.8 | 0.1 | 1.1 | -2.0 | -1.7 | -6.3 | -11.6
CCOC(=O)Cc1nn(Cc2nc(-c3ccc(C#N)cc3)cs2)c(=O)c2ccccc12 | 5.8 | 2.8 | -4.8 | -2.2 | -0.7 | -3.0 | -3.1 | -1.6 | -22.1
CCOC(=O)C1(CC2CC2)CCN(Cc2ccc3cccc(F)c3n2)CC1 | 2.0 | 5.3 | -8.3 | -3.1 | -4.3 | -0.7 | -7.8 | 0.9 | 1.0
COc1ccc(C(=O)Nc2sc(C)c(-c3ccccc3)c2C#N)cc1OC | -10.9 | -1.9 | -15.8 | -2.2 | -3.5 | 3.4 | 9.3 | 0.4 | -17.5
NC(=O)c1oc2ccccc2c1NC(=O)c1ccc(F)cc1 | -1.1 | 0.2 | -8.7 | -2.1 | -0.9 | 4.0 | 8.8 | -6.8 | -0.1
Cc1ccc(C)[n+](CC(=O)c2ccc(-c3ccccc3)cc2)c1 | 13.4 | 5.2 | -11.9 | -1.5 | -2.2 | -4.0 | -5.5 | -0.3 | 20.1
COc1cccc(-c2noc(C3CCCN(S(=O)(=O)c4cccc(Cl)c4C)C3)n2)c1 (stereo unspecified) | 7.5 | -5.1 | -19.2 | -0.7 | -2.1 | 2.1 | -3.4 | 1.2 | -15.2
COc1ccccc1Nc1nc(Cl)nc(NC(C)(C)C)n1 | -8.8 | -0.5 | -4.2 | -2.4 | -0.9 | 6.3 | -10.1 | -2.4 | -14.9
CCOC(=O)C1(Cc2cccc(OC)c2)CCN(C(C)COC)CC1 (stereo unspecified) | 4.7 | -0.2 | -2.7 | -2.6 | -3.5 | 0.7 | -6.7 | 3.4 | 2.3
CN(C)CCSc1nnc2sc3ccccc3n12 | 6.7 | 1.0 | -2.7 | -2.2 | 3.3 | -0.9 | -1.0 | 0.2 | 0.5
CCCCn1c(SCC(=O)c2ccc(OC)c(OC)c2)nc2cc(S(N)(=O)=O)ccc21 | 6.9 | -1.9 | -2.8 | -1.3 | -3.5 | -4.5 | -5.2 | 3.2 | -28.2
CCN(CC)c1ccc(N=Nc2nn(C)c(C)c2[N+](=O)[O-])cc1 | -24.1 | 1.2 | 0.0 | -6.5 | -9.9 | -2.1 | -3.5 | 3.6 | 3.6
O=C(NCc1n[nH]c(=S)n1-c1cccc(Cl)c1)c1ccc(S(=O)(=O)N2CCCC2)cc1 | -20.5 | 2.1 | -1.7 | -1.9 | -0.2 | -2.2 | 0.3 | 26.2 | -28.1
CCn1c(O)c(C=NCc2cccs2)c(=O)n(CC)c1=S | -7.7 | -1.5 | -6.8 | -1.8 | -1.4 | -0.5 | 12.9 | 0.6 | -9.3
CCc1ccc(C(=O)CSC2=C(C#N)C(c3ccco3)C(C(C)=O)=C(C)N2)cc1 (stereo unspecified) | 32.3 | 1.1 | 2.2 | -1.4 | -1.6 | / | -9.3 | -0.5 | -11.3
COCC(=O)N1CCc2ccc(NC(=O)c3ccc(C(F)(F)F)cc3)cc2C1 | / | 1.4 | -9.4 | -2.4 | -2.9 | -8.0 | / | 1.1 | -18.5
COc1cc(C(=O)NCCCOC(C)C)ccc1OC1CCN(C(C)=O)CC1 | 12.9 | / | 3.1 | -5.1 | -1.4 | 9.0 | 2.5 | 0.1 | -24.9
CCCCCc1cc(=O)oc2c(C(CCN3CCCC3)c3ccc(N(C)C)cc3)c(OC)cc(OC)c12 (stereo unspecified) | -1.5 | -7.6 | / | / | / | 4.9 | 3.1 | / | /
Cc1ccc(-c2cc(-c3ccccc3)c(C#N)c(N)n2)o1 | 9.4 | 3.5 | 20.9 | -4.9 | -0.1 | -5.4 | -0.5 | -4.8 | -5.4

Screens: PubChem, several laboratories
